Compound activity: PubChem BioAssay, National Center for Advancing Translational Sciences (NCATS)
HT1080NT lethal = kills 2HG-producing HT-1080-NT fibrosarcoma cells; actives 1.6% (n = 360,000); Potency, µM (series often up to 46.1 µM), inactives show top-dose activity, negative = less viability, usual class: cytotoxic; HT-1080-NT fibrosarcoma viability, CellTiter-Glo ATP luminescence, 48 h;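 also: NT is the 2HG producing partner of a matched IDH1 knockdown line; potency is read from the fitted curve at half-maximal effect; 0% = DMSO-treated cells and -100% = media-only wells without cells; nearly all actives have a fitted effect of over 55% in size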
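Viability by CellTiter-Glo luminescence after 48 h compound exposure at 37C of HT-1080-NT cells (750/well, RPMI, 5% FBS). % activity scaled between DMSO wells and medium-only wells, then curve-fitted and categorized by curve class.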
HT1080 IDH1KD tx = HT-1080 IDH1 knockdown cell toxicity (counter line). HT-1080 IDH1 knockdown viability, ATP luminescence, 48 h. Potency, µM (highest dose often 46.1 µM), without a hit: at the highest dose activity, negative = toxicity, most hits filed as cytotoxic. actives 2% (n = 360,000). AID 686971;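 also: potency is read from the fitted curve at half-maximal effect; 0% = DMSO wells and -100% = cell-free medium wells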
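Cytotoxicity counter-line: IDH1KD HT-1080, 48 h, CellTiter-Glo. Curves classed by r2, magnitude and activity.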
DRD3 agonist = D3 dopamine receptor (human) agonism; P35462; D3R DiscoveRx beta-arrestin cells, luminescence, 90 min; max activation, %; actives 0.58% (n = 410,000); in the data active = max activation above about 30%; also: 0% is about no effect; mostly tested at two doses, the higher about 12 µM
Target sequence (P35462 whole entry, looked up): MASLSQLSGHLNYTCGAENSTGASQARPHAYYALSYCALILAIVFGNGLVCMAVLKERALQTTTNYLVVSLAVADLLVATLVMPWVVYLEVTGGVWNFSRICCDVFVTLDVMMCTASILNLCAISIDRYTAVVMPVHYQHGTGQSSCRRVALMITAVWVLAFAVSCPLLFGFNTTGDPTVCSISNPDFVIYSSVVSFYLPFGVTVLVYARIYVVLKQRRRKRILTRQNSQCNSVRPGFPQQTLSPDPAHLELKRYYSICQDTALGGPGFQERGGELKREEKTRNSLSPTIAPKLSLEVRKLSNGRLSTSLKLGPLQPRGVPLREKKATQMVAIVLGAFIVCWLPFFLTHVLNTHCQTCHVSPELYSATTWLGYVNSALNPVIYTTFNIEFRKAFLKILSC
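Cells at 1500/well, incubated overnight, then treated with pinned compounds (dopamine as control) for 90 min at 37 degrees C. DiscoveRx reagent added for 30 - 60 minutes at room temperature; luminescence read.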
KB-3-1 tox = kills parental KB-3-1 adenocarcinoma cells | KB-3-1 viability, CellTiter-Glo ATP luminescence, 72 h | Potency, µM (series often up to 46.1 µM), for inactives: at the highest dose activity change, negative = cytotoxic, hits mostly cytotoxic | actives 1.4% (n = 400,000); also: potency is read from the fitted curve at half-maximal effect; % is scaled to controls: 0 for no effect and ±100 for the full control effect; nearly all actives have a fitted effect of over 60% in size
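Here the drug-naive KB-3-1 line serves as comparator for MDR sub-line selectivity; cells received compound titrations, 72 h at 37 °C, then CellTiter-Glo readout.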
GLP-1R agonist = GLP-1 receptor (human) agonism. P43220. HEK293 GLP-1R CRE-luciferase, luminescence, 4-6 h; cells express a hypersensitive GLP-1R form. Potency, µM (top dose mostly 45.6 µM), for the others: at the highest dose activation, hits mostly activators. actives 0.007% (n = 380,000); also: potency is read from the fitted curve at half-maximal effect; % of control where 0% means no effect
Target sequence (P43220 whole entry, looked up): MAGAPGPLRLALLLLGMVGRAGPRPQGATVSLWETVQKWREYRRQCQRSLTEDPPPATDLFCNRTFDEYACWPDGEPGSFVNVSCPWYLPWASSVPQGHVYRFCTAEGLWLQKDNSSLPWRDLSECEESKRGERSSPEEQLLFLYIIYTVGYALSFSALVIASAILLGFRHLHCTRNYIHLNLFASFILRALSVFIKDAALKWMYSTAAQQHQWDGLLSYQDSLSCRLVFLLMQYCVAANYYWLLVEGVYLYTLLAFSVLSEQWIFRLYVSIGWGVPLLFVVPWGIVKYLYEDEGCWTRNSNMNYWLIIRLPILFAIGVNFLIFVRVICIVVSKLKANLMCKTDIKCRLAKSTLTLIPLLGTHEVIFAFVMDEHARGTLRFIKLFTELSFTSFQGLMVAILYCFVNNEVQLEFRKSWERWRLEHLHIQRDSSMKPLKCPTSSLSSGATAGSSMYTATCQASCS
SW480 rereplic = DNA re-replication induction in SW480 cells | AID 624297 | actives 1.8% (n = 340,000) | SW480 DNA re-replication, Hoechst DNA content imaging, 48 h | Potency, µM (doses to about 46.1 µM), for the others: at the top dose re-replication activation, hits mostly activators; also: potency is read from the fitted curve at half-maximal effect; % of control where 0% means no effect; nearly all actives have a fitted effect of over 55% in size
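Treated cells incubate 48 hr (37 C, 5% CO2), are stained 40 min with Hoechst, and nuclear fluorescence is enumerated; a rise in nuclei with high DNA signal marks re-replication.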
IL1B secr inh = inflammasome signaling inhibition, IL-1 beta readout; THP-1 LPS/ATP IL-1B secretion, AlphaLISA, 16 h; hits give low values; actives 4.7% (n = 360,000); activity change, % at 57.5 µM; in the data active = activity change below about -50%; inconclusive = mostly about -30% to -49%; also: % is scaled to controls: 0 for no effect and ±100 for the full control effect
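Secreted IL-1B measured by AlphaLISA bead assay after 16 h compound exposure of THP-1 cells; compounds (final up to 57.5 uM) added 1 h before LPS (250 ng/mL) and ATP (1.25 mM) stimulation; lower signal means less secretion.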
KB-V1 cytotox = KB-V1 MDR subline cytotoxicity; KB-V1 MDR cells viability, CellTiter-Glo, 72 h; Potency, µM (doses to about 46.1 µM), for inactives: top-dose activity change, negative = cytotoxicity, usual class: cytotoxic; actives 3.4% (n = 400,000); also: potency is read from the fitted curve at half-maximal effect; % is scaled to controls: 0 for no effect and ±100 for the full control effect; nearly all actives have a fitted effect of over 60% in size
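KB-V1 MDR subline cells in DMEM (phenol-red free, 10% FBS) exposed to compounds in qHTS concentration series for 72 h at 37 degrees C. Viability read by CellTiter-Glo luminescence; concentration-effect curves fitted after normalization and correction.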
D3 antag = antagonists of human D3 dopamine receptor. P35462. D3R cells, DiscoveRx beta-arrestin luminescence, antagonist mode; hits give low values. max response, negative = inhibition, %. actives 2.5% (n = 360,000). AID 652054; in the data active = max response below about -50%; inconclusive = no clear call, values can overlap the other calls; also: % is scaled to controls: 0 for no effect and ±100 for the full control effect; mostly tested at two doses, the higher about 12 µM
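Cells expressing the human receptor were seeded at 1500 cells/well, incubated overnight at 37 degrees C in 5% CO2, then exposed to library compounds with dopamine controls for 90 minutes at 37 degrees C before luminescent detection.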
* hit, by the source's call; ? = inconclusive; . = not tested or not shown; [ ] = dose if it differs, or a comment. Unless noted, calls follow the shape of the dose curve; as a rule, active = well fitted curve in the direction sought with a large enough effect; inconclusive = small, poorly fitted or top-dose-only effect, or another doubt; inactive = no such curve, though single readings can be large; an effect the other way counts as inactive or inconclusive.

Value order: HT1080NT lethal, HT1080 IDH1KD tx, DRD3 agonist, KB-3-1 tox, GLP-1R agonist, SW480 rereplic, IL1B secr inh, KB-V1 cytotox, D3 antag
> c1ccc(N2CCN(c3cnccn3)CC2)nc1
    4.0%, 0.0%, -1.4, -3.1%, 2.6%, 1.3%, -2.6, 16.9%, 4.3
> Cc1ccc(NC(=O)CN(C)C(=O)c2ccc(S(=O)(=O)N(C)c3ccccc3)cc2)cc1
    -8.4%, 1.1%, -21.3, -12.0%, -2.9%, ?, -11.2, -9.9%, -27.7
> COc1ccc(CNC(=O)[C@H](C)N2C(=O)N3CCc4c([nH]c5ccccc45)[C@@]3(C)C2=O)cc1OC
    -6.7%, -0.9%, 0.3, -1.8%, 8.7%, -0.4%, 24.6, -7.8%, 16.7
> COC(=O)c1c(NC(=O)CN2C(=O)NC3(CCC(C(C)(C)C)CC3)C2=O)sc2c1CCCCC2 (stereo not drawn)
    4.1%, 7.5%, 2.5, -6.2%, 4.9%, -0.3%, 17.2, -23.0%, -2.6
> Cc1cc(NC(=O)CSc2ncc(CO)n2Cc2ccc(F)cc2)no1
    1.7%, 4.4%, 2.4, 0.0%, 3.3%, -16.8%, 15.8, 19.3%, 1.0
> CN(C(=O)COC(=O)C12CC3CC(CC(Cl)(C3)C1)C2)C1(C#N)CCCCC1
    -1.9%, 4.1%, 0.6, 4.3%, -4.6%, -2.4%, 4.6, -6.1%, 2.9
> O=C(Nc1ccccc1N1CCOCC1)c1ccc(S(=O)(=O)NCc2ccco2)cc1
    -5.3%, 3.2%, -21.8, -2.1%, -1.2%, 9.7%, -3.8, -25.4%, -12.1
> COc1ccc(C2C(C(=O)Nc3cccnc3)=C(C)Nc3nc(-c4ccco4)nn32)cc1 (stereo not drawn)
    11.2%, 10.3%, 2.6, 6.4%, -5.2%, 2.0%, 15.6, 4.8%, 8.2
> O=C(NCCOC12CC3CC(CC(C3)C1)C2)c1cccc(Br)c1
    -18.4%, ?, -8.7, 19.4%, 29.7%, ?, -12.1, -19.1%, 9.3
> O=C(NCc1ccc(F)cc1)C1CCCN(S(=O)(=O)c2cccc3nonc23)C1 (stereo not drawn)
    -15.9%, -16.0%, 2.3, ?, -4.1%, -2.5%, 10.2, -64.1%, -5.7

The closing two records of the part above open the next one.
Value order: HT1080NT lethal, HT1080 IDH1KD tx, DRD3 agonist, KB-3-1 tox, GLP-1R agonist, SW480 rereplic, IL1B secr inh, KB-V1 cytotox, D3 antag
> O=C(NCCOC12CC3CC(CC(C3)C1)C2)c1cccc(Br)c1
    -18.4%, ?, -8.7, 19.4%, 29.7%, ?, -12.1, -19.1%, 9.3
> O=C(NCc1ccc(F)cc1)C1CCCN(S(=O)(=O)c2cccc3nonc23)C1 (stereo not drawn)
    -15.9%, -16.0%, 2.3, ?, -4.1%, -2.5%, 10.2, -64.1%, -5.7
> Cc1ccc2c(c1)C1CN(C)CCC1N2S(=O)(=O)c1cccc(C(F)(F)F)c1 (stereo not drawn)
    -21.6%, -9.4%, -6.2, 1.3%, 14.6%, -5.0%, -20.1, 5.3%, -3.3
> Cc1ccc(-c2ccc(CCC(=O)O)n2CC(=O)O)cc1
    11.8%, ?, -6.0, -4.8%, -0.4%, 1.9%, 15.1, 2.1%, -12.3
> CCOC(=O)c1sc2ncn(C(CC)C(=O)OC)c(=O)c2c1C (stereo not drawn)
    7.7%, 1.5%, 1.0, 6.3%, 18.7%, 3.0%, 7.2, -11.8%, 12.0
> COc1ccc(OC)c(NC(=O)COC(=O)/C=C/c2c(C)nn(C3CCS(=O)(=O)C3)c2Cl)c1 (stereo not drawn)
    2.8%, -9.8%, -4.7, 10.5%, 29.0%, -0.5%, 10.2, 0.0%, -8.3
> COc1ccc(C)cc1S(=O)(=O)N1CCN(S(=O)(=O)c2cc(C(=O)O)ccc2C)CC1
    -3.2%, 9.9%, -1.3, -5.6%, -0.5%, -25.6%, 34.7, -2.4%, 5.7
> C=CCn1c(SCC(=O)Nc2cccnc2Cl)nnc1-c1ccccc1F
    1.9%, 1.7%, 5.6, -5.2%, 10.5%, -0.8%, -7.8, ?, -10.1
> O=C(N1CCCC1)n1c(Cc2ccccc2)nc2ccccc21
    -6.1%, -0.2%, 3.5, -0.1%, 10.6%, 5.0%, -8.0, -0.9%, 26.8
> COc1cc(Cl)ccc1NC(=S)N(CCCN1CCOCC1)Cc1cn(C)c2ccccc12
    ?, ?, 11.0, ?, 11.2%, ?, ?, -22.7%, 6.2
> C=CCn1c(SCC(=O)Nc2ccc3c(c2)OCO3)nnc1-c1ccccc1O
    8.4%, -1.2%, 13.8, ?, -0.1%, -9.1%, -2.6, ?, -14.7
> CC1(c2ccc3noc(-c4ccc(Cl)cc4)c3c2)OCCO1
    11.2%, -3.5%[9.24 µM], -4.7, 0.0%, -8.5%, -0.5%, -14.8, ?, -13.3
> COc1cc(NC(=O)c2ccc(-c3ccnn3C)c3ccoc23)cc(OC)c1OC
    29.4%, 0.8%, 4.2, -0.7%, 15.9%, ., -6.9, ?, 36.9
> CC(=O)N(CCN(C(C)=O)c1ccccc1)c1ccccc1
    -3.4%, -7.0%, -5.7, -3.2%, 2.7%, 0.3%, -10.9, -6.1%, -21.9
> CCc1cc2c(NCC(=O)O)ncnc2s1
    3.0%, 8.3%, -0.8, -1.7%, -1.3%, -3.8%, -2.3, 18.0%, -5.2
> COCCn1c(SCC(=O)Nc2cccc(S(N)(=O)=O)c2)nc2ccccc21
    18.5%, 10.0%, 4.9, 0.7%, 0.1%, -0.1%, -9.5, 12.3%, 0.0
> COc1ccc(C(=O)OC(C(=O)c2ccccc2)c2ccccc2)cc1 (stereo not drawn)
    -8.1%, -3.3%, -2.3, -4.1%, 2.3%, -0.2%, -26.5, ?, 14.5
> COc1ccccc1-n1c(SCC(=O)Nc2cccc(C)c2)nc2c(c1=O)SCC2
    3.8%, -0.5%, 6.5, -5.7%, 7.9%, -4.1%, -21.7, 0.0%, 13.8
> CS(=O)(=O)N1CCCC(C(=O)c2cccc(Cl)c2)C1 (stereo not drawn)
    5.9%, -4.9%, -5.0, ?, 4.0%, -0.3%, 0.7, ?, -12.0
> COc1cccc(/C=N\NS(=O)(=O)c2ccccc2)c1OC
    17.3%, 11.9%, 1.3, 28.1%, 9.0%, -4.6%, -11.9, 19.5%, -23.3
> COC(=O)c1cccc(CN2C(=O)C(C)Sc3ccc(C#N)cc32)c1 (stereo not drawn)
    17.6%, 11.8%, 3.9, 0.0%, 10.1%, ., 84.1, -0.9%, 5.7
> Cc1cccc(N2C(=O)N(Cc3cc(=O)n4ccccc4n3)c3ccccc3S2(=O)=O)c1
    ., ., -15.4, -23.4%, 5.1%, ., ., -9.2%, .
> COc1cccc(C(C(=O)NC2CCCC2)N(CCC(C)C)C(=O)CCC(=O)Nc2cc(C)on2)c1 (stereo not drawn)
    -25.0%, -2.9%, 7.2, 7.6%, 12.0%, 7.2%, -21.0, ?, 9.8
> CN1CCN(c2ccc(S(=O)(=O)N3CCOCC3)cc2NC(=O)CC(C)(C)C)CC1
    -4.5%[9.24 µM], -1.6%, -3.8, -2.3%, -0.2%, -28.3%, -28.1, 3.3%, -23.9
> C=CCOc1c(Br)cc(CNn2c(C)n[nH]c2=S)cc1OC
    -19.8%, -5.8%, -3.5, 3.6%, 2.4%, -4.4%, 12.5, -2.8%, -5.3
> COc1ccccc1NC(c1cccnc1)c1ccc2cccnc2c1O (stereo not drawn)
    -15.2%, ?, 0.2, -0.5%, -1.9%, ?, -24.9, ?, ?
> COc1ccc(N2CCN(C(=O)CCNC(=O)c3ccccc3)CC2)cc1
    12.3%, 0.0%, -0.4, -4.4%, -0.8%, -1.7%, 8.9, -6.5%, -17.6
> C=CCC(NC(=O)Cc1ccccc1)C(=O)NCCC (stereo not drawn)
    -1.9%, -0.9%, -12.1, 25.6%, 1.4%, -11.0%, -1.0, 9.4%, -2.2
> CCC(C)Sc1ccc([C@H]2N[C@@](Cc3ccccc3)(C(=O)OC)[C@H]3C(=O)N(CC)C(=O)[C@@H]23)cc1OC (stereo partly drawn)
    11.6%, -2.5%, -29.3, 2.6%, 4.7%, -3.9%, -18.3, 16.6%, -24.8
> Cc1ccc(C)c(N2CCN(C(C(=O)NC3CCCC3)c3ccco3)CC2)c1 (stereo not drawn)
    ?, ?, -6.2, ?, ., ., -54.6*, ?, 6.4
> COc1ccc2c(c1)c(CC(=O)Nc1cccc(S(N)(=O)=O)c1)c(C)n2C(=O)c1ccc(Cl)cc1
    ?, ?, -5.5, -22.8%, 10.6%, 1.0%, -15.0, 1.8%, -7.1
> COCCn1c(=S)[nH]c2cc(C(=O)NC3CCCC(C)C3C)ccc2c1=O (stereo not drawn)
    -6.5%, -1.9%, 5.5, 0.0%, -1.1%, ., 2.0, -17.3%, -13.0
> CC1Cc2ccccc2N1CC(=O)Nc1cc(S(=O)(=O)N2CCOCC2)ccc1Cl (stereo not drawn)
    -19.8%, 0.1%, 0.3, 6.3%, 7.2%, ., -5.5, ?, 0.8
> CCN(CC)/C(N)=N/c1nc(C)cc(C)n1
    2.9%, -0.9%, 1.4, 1.3%, 3.6%, 1.3%, 38.3, 0.0%, 4.7
> Cc1ccc2c(c1)N(S(=O)(=O)c1ccc(F)cc1)C(C(C)(C)C)CO2 (stereo not drawn)
    4.3%, -8.1%, -8.3, -3.2%, -8.7%, 1.8%, 26.4, -0.3%, ?
> O=C(COC(=O)CNC(=O)c1ccco1)NCc1ccc(F)cc1
    6.8%, 6.4%, 2.7, 1.7%, -0.1%, -2.9%, 32.5, -1.2%, -2.3
> C#CCN(C[C@H]1[C@H](OC(=O)NCc2ccccc2)[C@H](OC(=O)NCc2ccccc2)C[C@@H](C(=O)OC)[C@H]1C(=O)OC)S(=O)(=O)c1ccc(C)cc1
    -1.5%, -10.4%, 0.8, -4.8%, -1.8%, ., ?, ?, 17.8
> COc1ccc(NC(=O)CN(c2ccccc2)S(=O)(=O)N(C)C)cc1Cl
    -6.7%, -0.7%, -5.2, 16.3%, 22.6%, -19.3%, -3.8, -18.8%, 25.2
